Assay outcomes deposited in PubChem by several laboratories.
TRPC4 act – activators of mouse TRPC4 channel | B-score at 10 µM | AID 2237 | 0.49% of 310,000 active | HEK293 TRPC4beta/mu-opioid, Fluo4 calcium fluorescence; hits give high values;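 active means B-score above 5 SD of library B-scores, and initial fluorescence ratio not above library mean plus 5 SD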;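 further: positive B-score marks a calcium rise read as TRPC4 activation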
Target sequence (Q9QUQ5 whole entry, looked up): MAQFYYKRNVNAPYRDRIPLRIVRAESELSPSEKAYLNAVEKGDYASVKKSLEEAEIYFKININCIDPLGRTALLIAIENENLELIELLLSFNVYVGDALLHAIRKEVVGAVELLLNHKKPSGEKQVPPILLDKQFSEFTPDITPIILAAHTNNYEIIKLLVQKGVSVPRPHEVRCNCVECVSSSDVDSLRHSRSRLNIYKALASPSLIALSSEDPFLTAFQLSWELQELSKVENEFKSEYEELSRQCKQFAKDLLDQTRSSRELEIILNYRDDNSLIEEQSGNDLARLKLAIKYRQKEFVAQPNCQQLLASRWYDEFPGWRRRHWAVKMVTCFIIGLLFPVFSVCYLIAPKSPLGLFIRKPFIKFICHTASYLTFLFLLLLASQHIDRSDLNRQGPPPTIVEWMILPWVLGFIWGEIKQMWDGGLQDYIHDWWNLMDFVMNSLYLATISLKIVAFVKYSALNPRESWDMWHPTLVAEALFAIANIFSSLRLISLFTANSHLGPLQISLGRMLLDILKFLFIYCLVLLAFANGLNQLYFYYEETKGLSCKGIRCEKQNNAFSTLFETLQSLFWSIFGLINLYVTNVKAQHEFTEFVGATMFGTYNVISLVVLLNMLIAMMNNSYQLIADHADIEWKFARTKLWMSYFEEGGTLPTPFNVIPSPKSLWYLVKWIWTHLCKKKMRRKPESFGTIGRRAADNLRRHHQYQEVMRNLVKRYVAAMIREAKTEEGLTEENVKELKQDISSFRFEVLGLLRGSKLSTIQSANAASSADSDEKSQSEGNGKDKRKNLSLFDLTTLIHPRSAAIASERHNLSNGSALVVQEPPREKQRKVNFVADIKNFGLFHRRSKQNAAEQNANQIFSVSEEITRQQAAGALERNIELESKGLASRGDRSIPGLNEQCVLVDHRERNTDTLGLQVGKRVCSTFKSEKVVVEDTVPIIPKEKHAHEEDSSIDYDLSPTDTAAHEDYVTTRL
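system = HEK293 cells stably co-expressing mouse TRPC4beta and mu-opioid receptor | schedule = Fluo4 dye loading 45 min at room temperature, 110 s recording | measure = B-scored integrated calcium fluorescence ratio | signal = Fluo4 calcium-sensitive dye fluorescence, kinetic, 1 Hz baseline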
MrgX1 antagonist – antagonists of human MrgX1 receptor. Q96LB2. MRGX1-HEK293 calcium flux, Fluo-4, BAM8-22 antagonism; hits give low values. B-score at 10 µM. 1.3% of 310,000 active. AID 588676;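 active means calcium-response B-score plate-corrected more than 3 library SD below zero, starting fluorescence within 5 deviations, no agonist response on first addition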;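 further: peak minus trough fluorescence over baseline after final BAM8-22 challenge near maximal dose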
SKKanGAS inh – blocks kanamycin growth of S. pyogenes SKKanGAS strain; BacTiter-Glo, 6 h; inhibition, % at 7.5 µM; 1.3% of 300,000 active;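 active means mean replicate score, as percent of positive control median, at least 50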;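 further: strain carries kanamycin resistance gene driven by streptokinase promoter and grows in 40 µg/ml kanamycin; loss of luminescence reflects streptokinase promoter inhibition or plain growth inhibition; 0% = median of DMSO wells and 100% = positive control at its reference dose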
IEC-6 cytotox – kills IEC-6 intestinal cells in KLF5 counter-screen | IEC-6 cytotoxicity, luminescence viability | 0.78% of 290,000 active | inhibition, % at 5 µM | AID 1825; in the data active means inhibition above about 22%;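 further: 0% = plate median of test compound wells and 100% = cytotoxic reference compound wells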
HIF activator – HIF pathway transcriptional activation. AID 1910. activation, % at 7.5 µM (by protocol). 0.32% of 300,000 active. U2OS HRE-luciferase reporter, luminescence; normalized: DMSO 0%, desferrioxamine 100%;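 active means mean activation of at least 10% of the iron chelator positive control signal, with at least half of replicates also reaching 10%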
TRPC6 act – activators of mouse TRPC6 channel | B-score at 10 µM | 0.13% of 310,000 active | AID 2550 | HEK293-TRPC6 membrane potential dye fluorescence; hits give high values | Q61143;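 active means B-score of the integrated fluorescence ratio above library mean plus 3 SD, and starting fluorescence ratio within library mean plus 5 SD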;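 further: higher score means more depolarization so channel activation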
TRPC4 inh – inhibitors of mouse TRPC4 channel. AID 2247. 0.39% of 300,000 active. B-score at 10 µM. HEK293 TRPC4beta/mu-opioid, DAMGO-evoked Fluo4 calcium flux; hits give low values;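 active means B-score over 3 SD under the library average, no early fluorescence shift, positive overall ratio signal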
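Assay system: HEK293 cells with stable TRPC4beta plus mu-opioid receptor expression; Probe or stimulus: DAMGO in two steps, submaximal then maximal; Dosing: single-point compound dosing; Measured by: Fluo4 calcium-dye fluorescence, kinetic read; Read-out basis: B score from integrated Fluo4 fluorescence ratio.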
aSyn UTR inh – MLPCN primary screen, SNCA 5' untranslated region; alpha-synuclein 5'UTR reporter, inhibitor activity; 0.82% of 300,000 active; inhibition, % (tested at 7.5 µM); in the data active means inhibition above about 60%;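 further: H4 neuroglioblastoma cells stably carrying SNCA 5'UTR luciferase fusion; 0% = DMSO wells and 100% = positive control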
KLF5 inh – inhibitors of KLF5 expression; 0.23% of 290,000 active; inhibition, % at 5 µM; DLD-1 KLF5 promoter-luciferase reporter, luminescence;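 active means inhibition above a per-plate limit of that plate's mean compound inhibition plus 3 SD, cut at about 60% in these data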;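 further: 0% = DMSO wells and 100% = LY294002 at 200 µM; higher means less KLF5 promoter-driven luciferase light; inactives centre near -14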
TRPC6 inhibitor – blocks the mouse TRPC6 cation channel | HEK293-TRPC6, membrane potential dye, ACh-evoked depolarization; hits give low values | B-score at 10 µM | 1.1% of 310,000 active | AID 2553;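 active means B-score under library mean minus 3 SD, initial fluorescence not abnormally high, positive integrated signal ratio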;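 further: B-score derived from integrated fluorescence ratio over the kinetic read; more negative B-score means stronger inhibition of depolarization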
TRPC4 PAM – allosterically enhances the mouse TRPC4 cation channel | 0.42% of 310,000 active | Q9QUQ5 | HEK293 TRPC4beta/mu-opioid, DAMGO EC20, Fluo-4 Ca2+ flux; hits give high values | B-score at 10 µM;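 active means B-score of calcium response area above 5 SD of library B-scores, with initial fluorescence ratio within 5 SD of library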;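 further: B-score of integrated fluorescence ratio over time as area under calcium response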
* marks the source's active call; other numbers are inactive results; i = inactive; x = no result given.

no.	structure	TRPC4 act	MrgX1 antagonist	SKKanGAS inh	IEC-6 cytotox	HIF activator	TRPC6 act	TRPC4 inh	aSyn UTR inh	KLF5 inh	TRPC6 inhibitor	TRPC4 PAM
1	COc1cc(Nc2c3c(nc4ccccc24)CCC3)cc(OC)c1OC	i	i	5	85*	0.8	i	i	29	54	i	i
2	CC(Cc1cccs1)NC(=S)Nc1ccccc1 (stereo not drawn)	i	i	-5	6	0.5	i	i	-31	-3	i	i
3	O=C(NCCc1nc2ccccc2[nH]1)/C(=C/c1ccc2c(c1)OCO2)NC(=O)c1ccc(Cl)cc1Cl	i	i	1	7	-0.6	i	i	8	-1	i	i
4	O=C(NCCC1=CCCCC1)c1cc2ccccc2oc1=O	i	i	-2	1	0.4	i	i	-9	-7	i	i
5	CCc1ccc2c(c1)C(O)(CC(=O)c1cccs1)C(=O)N2 (stereo not drawn)	i	i	-7	-5	1.7	i	i	-14	-20	i	i
6	O=S(=O)(NCc1ccccc1Cl)c1cccs1	i	i	-2	3	0.3	i	i	16	-3	i	i
7	CC(C)(C)OC(=O)N1CCCC1C(=O)N1CCc2ccccc21 (stereo not drawn)	i	i	-8	0	0.2	i	i	1	-4	i	i
8	COC(=O)CN(c1ccc(C)cc1)S(=O)(=O)c1c(C)[nH]c(=O)[nH]c1=O	i	i	3	1	-0.1	i	i	3	-32	i	i
9	O=S(=O)(Cc1nc2ccccc2s1)c1ccccc1	i	i	-1	6	1.7	i	i	-69	-100	i	i
10	Cc1ccc(/C=C/C(=O)O)cc1S(=O)(=O)Nc1ccccc1C(=O)O	i	i	5	-3	0.1	i	i	-2	-18	i	i
11	O=C(N/N=C/c1cn(-c2ccccc2)nc1-c1cc2ccccc2o1)c1cccnc1	i	i	9	7	1.0	i	i	23	-29	i	i
12	C[C@@H]1CN(c2nc3nonc3nc2N2CCSCC2)C[C@H](C)O1	i	i	-3	-4	-0.2	i	i	3	-6	i	i
13	CNc1nc(-c2ccc3c(c2)CCN3C(=O)c2ccccc2F)cs1	i	x	16	6	5.0	i	i	-90	-144	i	i
14	CN(C)/N=C/c1ccc(OC(=O)c2cccc([N+](=O)[O-])c2)cc1	i	i	0	-4	0.3	i	i	-15	-5	i	i
15	CN(CC(=O)Nc1ccccc1Br)Cc1nc2ccccc2c(=O)[nH]1	i	i	0	-2	0.1	i	i	18	-26	i	i
16	O=C(Oc1ccc(Br)cc1C(=S)N1CCOCC1)c1ccc([N+](=O)[O-])cc1[N+](=O)[O-]	i	i	3	1	0.3	i	i	-45	-8	i	i
17	CCn1nc(C)cc1C(=O)NC1CCCc2c1cnn2-c1ccc(C)c(C)c1 (stereo not drawn)	i	i	2	12	1.0	i	i	7	23	i	i
18	CN(Cc1ccc(C(F)(F)F)cc1)C(=O)c1ccc2ccccc2n1	i	i	0	6	0.4	i	i	12	2	i	i
19	CC(NC(=O)c1cc2sccc2n1C)c1ccc2c(c1)OCCO2 (stereo not drawn)	i	i	-1	2	-0.1	i	i	13	-16	i	i
20	COc1ccccc1NS(=O)(=O)c1cccc(C(=O)N/N=C/c2ccc(C)o2)c1	i	i	0	0	1.5	i	i	10	-1	i	i
21	Cc1occc1C(=O)NC(C)c1ccc2c(c1)OCO2 (stereo not drawn)	i	i	-3	-5	-0.1	i	i	9	-24	i	i
22	COc1cccc(-n2c(SCC(=O)N3CCOCC3)nnc2-c2c[nH]c3ccccc23)c1	i	i	-1	3	-0.1	i	i	21	-10	i	i
23	O=C(/C=C/c1c(F)cccc1Cl)Nc1nc2ccccc2[nH]1	i	i	-12	-3	3.7	i	i	-314	-54	i	i
24	Cc1nc2ccc(Cl)cc2nc(C)/c1=N\O	i	i	-2	-1	2.3	i	i	-219	-38	i	i

Results in TRPC4 inh (two entries from above):
no.	SMILES	TRPC4 inh
21	Cc1occc1C(=O)NC(C)c1ccc2c(c1)OCO2 (stereo not drawn)	i
22	COc1cccc(-n2c(SCC(=O)N3CCOCC3)nnc2-c2c[nH]c3ccccc23)c1	i

Next structures follow:
no.	structure	TRPC4 act	MrgX1 antagonist	SKKanGAS inh	IEC-6 cytotox	HIF activator	TRPC6 act	TRPC4 inh	aSyn UTR inh	KLF5 inh	TRPC6 inhibitor	TRPC4 PAM
25	Cn1ccnc1SCc1ccc([N+](=O)[O-])cc1	i	i	7	0	0.0	i	i	7	7	i	i
26	CCC(Sc1nc2ccncc2[nH]1)C(=O)Nc1ccc(C)c(Cl)c1 (stereo not drawn)	i	i	2	6	-0.1	i	i	-18	-17	i	i
27	Cc1ccc(S(=O)(=O)N2CCN(C(=O)c3ccc(N4CCCC4)c([N+](=O)[O-])c3)CC2)cc1	i	i	-3	-7	-0.5	i	i	11	-20	i	i
28	Cc1cccc(OCC(=O)Nc2cc(C)ccc2O)c1	i	i	7	8	0.5	i	i	-37	-40	i	i
29	Cc1ccccc1NC(=O)CSc1nnc(C2CC2)n1CC1CCCO1 (stereo not drawn)	i	i	-3	-2	0.0	i	i	-22	-13	i	i
30	CCOc1ccc(CN(C)Cc2cc(=O)oc3cc(C)c(Cl)cc23)cc1	i	i	26	1	-0.1	i	i	2	-28	i	i
31	COc1cccc(CN2C(=NC(=O)C3CC3)SC3CS(=O)(=O)CC32)c1 (stereo not drawn)	i	i	-11	-4	0.3	i	i	-1	-10	i	i
32	CC(C)C1CC(CCNCc2ccc(N(C)C)cc2)(c2ccccc2)CCO1 (stereo not drawn)	100*	i	5	3	0.1	i	i	-5	8	i	i
33	Cc1csc(NC(=O)CN2C(=O)COc3ccc(Cl)cc32)n1	i	i	1	x	1.8	i	i	-10	x	i	i
34	CC(C)(CNC(=O)c1ccc(-c2cccc(C(F)(F)F)c2)o1)N1CCOCC1	i	i	-4	x	-0.3	i	i	15	x	i	i
35	Cc1cc(C)nc(N/C(=N\S(=O)(=O)Cc2ccccc2)Nc2ccc(F)c(Cl)c2)n1	i	i	-5	0	0.1	i	i	-2	-1	i	i
36	Cc1cc(C)c2c(=O)cc(C(=O)NCc3ccccc3)oc2c1	i	i	8	4	-0.7	i	i	8	-4	i	i
37	CC(C)(C)NC(=O)CN(C(=O)CNS(=O)(=O)c1ccc(Cl)cc1)c1ccc2c(c1)OCCO2	i	i	-4	0	0.0	i	i	2	-10	i	i
38	Cc1ccnc(NC2(C(F)(F)F)N=C(c3ccccc3)NC2=O)c1 (stereo not drawn)	i	i	-5	8	1.2	i	i	15	7	i	i
39	COc1cc(CNCC2CCCO2)ccc1OCC(N)=O (stereo not drawn)	i	i	-12	-3	0.9	i	i	19	-22	i	i
40	O=C(NC1CC1)c1scc2c1OCCO2	i	i	2	3	-0.9	i	i	7	-26	i	i
41	COC(=O)c1ccc(-c2nc3ccccc3[nH]2)cc1	i	i	13	-2	-0.3	i	i	1	-158	i	i
42	CCCOc1ccc(CC2CCC(=O)NC2=O)cc1 (stereo not drawn)	i	i	-3	-2	0.0	i	i	3	-16	i	i
43	NC(=O)c1nsc(C(=O)N(c2ccccc2)C(C(=O)NCc2ccc(F)cc2)c2ccc(O)cc2)c1N (stereo not drawn)	i	i	-10	1	-0.2	i	i	20	-14	i	i
44	Cc1cccc(-n2nc([N+](=O)[O-])c(=NCc3cccnc3)n2O)c1	i	i	0	5	1.7	i	i	-59	-33	i	i
45	COCCNCCCOc1ccc(Cl)cc1Br	i	i	-2	-7	0.3	i	i	0	-7	i	i
46	COc1ccc(/C=N/N=C2\SC(CC(=O)O)C(=O)N2c2ccccc2)cc1 (stereo not drawn)	i	i	-2	-11	0.3	i	i	-7	-5	i	i
47	CCCOc1ccc(-c2c(C(=O)N/N=C/c3ccccc3OCC)nnn2-c2nonc2N)cc1	i	i	1	2	-0.4	i	i	-8	4	i	i
48	c1ccc(Oc2cccc(OCCCCSc3ncccn3)c2)cc1	i	i	10	1	1.3	i	i	22	-11	i	i
49	CC(c1ccccc1)N1CC(C(=O)Nc2nccs2)CC1=O (stereo not drawn)	i	i	-2	2	-0.9	i	i	10	-16	i	i
50	CCCc1cc(CNC(=O)C2CCC(=O)N(Cc3ccccc3F)C2)on1 (stereo not drawn)	i	i	11	-6	-0.4	i	i	-7	-29	i	i
51	Cc1ccc(COC(=O)c2ccc3c(c2)C(=O)N(CCCN2CCOCC2)C3=O)cc1	i	i	-18	-3	0.1	i	i	19	15	i	i
52	CCOC(=O)C1C(c2ccccc2)C(C(=O)OCC)C1c1ccccc1 (stereo not drawn)	i	i	-1	-9	-0.7	i	i	8	-13	i	i
53	Cc1cc(C(=O)OCC(=O)N2CCC(c3ccccc3)=N2)ccc1[N+](=O)[O-]	i	i	-5	x	-0.1	i	i	-1	x	i	i
54	O=C(Cc1ccccc1)N/N=C/c1cccn1-c1ccc([N+](=O)[O-])cc1	i	i	-1	1	0.0	i	i	0	-5	i	i
55	O=C(NCCc1ccc(C(F)(F)F)cc1)C1COc2ccccc2O1 (stereo not drawn)	i	i	4	0	-18	i	i	-16	-10	i	i
56	COCCNC(=O)C1CC(c2ccc(F)cc2)=NO1 (stereo not drawn)	i	i	2	0	-0.1	i	i	5	-26	i	i
57	Cc1cc2oc(=O)cc(CN3CCCCC3)c2cc1C(C)C	i	i	12	-3	-0.5	i	i	37	-21	i	i
58	COc1ccc(CNC(=O)C(=O)NCC2OCCN2S(=O)(=O)c2ccc3c(c2)OCCO3)cc1 (stereo not drawn)	i	i	-7	4	0.0	i	i	8	-8	i	i
59	C=CCn1c(C)cc(C(=O)COc2ccc(S(=O)(=O)N3CCCC3)cc2[N+](=O)[O-])c1C	i	i	1	3	0.2	i	i	-13	2	i	i
